BoNT A protease – blocks Botulinum neurotoxin A light chain protease | multiplex microsphere protease substrate cleavage, flow cytometry | inhibition, % at 10 µM | 360,000 compounds, 0.17% hits; in the data active = inhibition above about 30%; inconclusive = no clear call, values can overlap the other calls; note: plate controls were buffer without enzyme for full effect and enzyme alone for no effect
Mtb FBA inh – Mtb fructose-bisphosphate aldolase inhibition; P9WQA3; purified M. tuberculosis FBA, fluorescence read-out; inhibition, % at 1 µM; 360,000 compounds, 2.3% hits; AID 588726; in the data active = inhibition above about 27%;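 note: 0% = vehicle and 100% = reference inhibitor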
Target sequence (P9WQA3 whole entry, looked up): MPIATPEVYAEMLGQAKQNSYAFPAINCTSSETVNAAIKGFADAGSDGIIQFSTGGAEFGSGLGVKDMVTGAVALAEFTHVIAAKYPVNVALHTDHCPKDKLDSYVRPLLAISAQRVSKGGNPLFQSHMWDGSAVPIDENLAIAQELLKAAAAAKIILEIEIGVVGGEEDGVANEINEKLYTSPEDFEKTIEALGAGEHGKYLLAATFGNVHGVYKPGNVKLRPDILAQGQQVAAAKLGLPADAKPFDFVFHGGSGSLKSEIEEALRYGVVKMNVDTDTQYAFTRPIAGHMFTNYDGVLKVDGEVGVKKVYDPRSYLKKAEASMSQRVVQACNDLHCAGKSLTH
BoNT F protease – inhibitors of Botulinum neurotoxin F light chain protease; inhibition, % at 10 µM; Multiplex microsphere protease cleavage assay, flow cytometry; 360,000 compounds, 0.22% hits; in the data active = inhibition above about 35%, passing the limit was not always enough; inconclusive = no clear call, values can overlap the other calls; note: plate controls were buffer without enzyme for full effect and enzyme alone for no effect
Mtb BioA inh – inhibitors of Mycobacterium tuberculosis BioA enzyme; inhibition, % at 9.99 µM; 360,000 compounds, 0.096% hits; purified M. tuberculosis BioA enzyme, plate reader; in the data active = inhibition above about 40%; inconclusive = no clear call, values can overlap the other calls
PrPC TRFRET – inhibitors of human cell surface prion protein PrPC; TR-FRET read-out; 370,000 compounds, 0.43% hits; inhibition, % at 13.8 µM; in the data active = inhibition above about 24%; note: 0% = median of the test wells and 100% = reference compound wells
Mtb UGM inh – blocks M. tuberculosis UGM enzyme; P9WIQ1; purified UGM, fluorescence polarization probe displacement; inhibition, % at 10 µM; 320,000 compounds, 0.06% hits; in the data active = inhibition above about 10%, passing the limit was not always enough; inconclusive = no clear call, values can overlap the other calls
Target sequence (P9WIQ1 whole entry, looked up): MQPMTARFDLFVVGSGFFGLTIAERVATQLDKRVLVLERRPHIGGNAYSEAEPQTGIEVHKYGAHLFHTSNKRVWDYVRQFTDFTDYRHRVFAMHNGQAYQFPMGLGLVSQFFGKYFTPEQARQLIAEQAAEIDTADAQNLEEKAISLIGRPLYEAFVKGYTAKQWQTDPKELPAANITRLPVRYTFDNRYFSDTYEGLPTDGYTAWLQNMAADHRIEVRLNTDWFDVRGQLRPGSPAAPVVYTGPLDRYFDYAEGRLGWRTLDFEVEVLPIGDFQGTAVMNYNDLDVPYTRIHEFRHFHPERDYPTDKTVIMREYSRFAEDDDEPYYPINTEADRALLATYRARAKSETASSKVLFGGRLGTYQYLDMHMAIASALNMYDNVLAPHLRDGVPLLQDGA
CCHFV vOTU inh – blocks the CCHF virus ovarian tumor domain protease. CCHFV vOTU protease, Pep-AMC fluorescence. inhibition, % at 11.5 µM. 370,000 compounds, 0.55% hits. AID 651958; note: 0% = vehicle wells with enzyme and 100% = no enzyme wells
FadD28 binding – M. tuberculosis FadD28 bisubstrate binding inhibition. inhibition, % at 12.5 µM. FadD28 bisubstrate probe binding, fluorescence polarization. 360,000 compounds, 0.22% hits; in the data active = inhibition above about 8.5%, passing the limit was not always enough; inconclusive = no clear call, values can overlap the other calls
GDH-TPI inh – inhibits GDH-TPI coupling enzymes, artifact for Mtb FBA screen; 360,000 compounds, 1.2% hits; AID 588335; inhibition, % at 4.8 µM; GDH-TPI coupled enzyme counterscreen, NADH absorbance;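 note: 0% = DMSO wells and 100% = wells lacking the enzyme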
Numbers without * were called inactive; u = inconclusive; x = no result given. Cut-off read from the data, not from the text of the source, unless noted: active = inhibition above about 30%; inactive = the rest.

SMILES	BoNT A protease	Mtb FBA inh	BoNT F protease	Mtb BioA inh	PrPC TRFRET	Mtb UGM inh	CCHFV vOTU inh	FadD28 binding	GDH-TPI inh
COc1ccc(C(CC(C)=O)c2c(O)c3ccccc3oc2=O)cc1OC (configuration not stated)	0.2	-1	4	x	3	x	6	-0.5	5
O=C(NCc1ccccc1Cl)C(=O)NCC(c1ccco1)N1CCOCC1 (configuration not stated)	0.5	-1	0	-0.6	6	-2.1	-6	-2.5	-11
O=C(COc1ccc(Cl)cc1)NNC(=O)C(=O)NC1CCCCC1	x	0	x	-1.3	-1	0.6	-4	-0.1	0
COC(=O)c1cc(=O)n(CCc2ccc(OC)cc2)c(=Nc2ccc(F)c(Cl)c2)s1	-1.1	1	-10	0.9	-1	1.5	4	-3.0	14
O=C(c1ccc(Br)o1)N1CCN(c2ccc3nnc(-c4ccc(F)cc4)n3n2)CC1	0.3	4	0	0.0	-9	8.0	-4	-0.2	-22
O=C(OCc1c(-c2ccccc2)ncc2ccccc12)c1ccc(Br)cc1	-0.4	0	1	-2.7	-1	-1.9	1	-2.1	4
CCCCc1cc(=O)oc2cc(C)cc(OCC(=O)N3C[C@H]4C[C@@H](C3)c3cccc(=O)n3C4)c12	-0.4	42*	-1	2.0	-2	4.4	-7	-3.1	13
CCS(=O)(=O)N1Cc2ccccc2CC1C(=O)OCC(=O)N(C(C)C)C(C)C (configuration not stated)	-0.5	-3	-1	-2.4	3	-2.1	4	-4.6	3
CCN(CC(=O)NCc1ccc(Cl)cc1)CC(=O)Nc1ccc(C(N)=O)cc1	-0.4	-2	2	x	5	-0.9	-5	-0.8	-4
CSc1cccc(NC(=S)N2CCC(N(C)C3CCCCC3C)CC2)c1 (configuration not stated)	-0.6	3	-6	-1.0	3	4.9	13	-1.7	6
Cc1ccc(S(=O)(=O)N(C)c2c(C)ccc(S(=O)(=O)N3CCN(C=O)CC3)c2C)cc1	-0.4	-4	1	x	1	0.8	-10	-4.0	10
O=C(CN1C(=O)C(=O)N(CCC2=CCCCC2)C1=O)c1c[nH]c2ccccc12	16	2	11	-1.1	-5	4.0	9	-1.4	-6
CC(=O)N1c2ccc(S(=O)(=O)NCCC(=O)NCCc3ccc(Cl)cc3)cc2CC1C (configuration not stated)	-0.3	4	-4	-2.0	7	-2.1	4	-2.3	0
COc1ccccc1CN1CC(C(=O)NCCC2=CCCCC2)CCC1=O (configuration not stated)	-2.3	0	-6	-2.2	0	3.9	13	0.0	2
COc1ccc(CCNC(=O)c2c(N)n(CCN3CCOCC3)c3nc4ccccc4nc23)cc1OC	7.2	12	-2	2.9	0	0.1	-5	1.2	3
Cc1cc2c(SCc3ccccc3Cl)nc(N)nc2nc1C	2.6	86*	11	-5.8	-5	x	-78	0.4	6
COc1ccc(S(=O)(=O)N2CCCCCC2)cc1NC(=O)Cc1ccccc1	-0.3	0	-1	x	0	-2.7	-6	-1.0	6
COc1cccc(C(=O)c2c[nH]c(C(=O)NCc3cccnc3)c2)c1	-1.1	-3	-1	x	0	0.9	-2	-3.0	2
O=C1c2cccc(N3CCNCC3)c2C2CCCCN12 (configuration not stated)	0.2	2	-21	0.5	0	x	10	-3.0	x
O=C(NC1CCCCC1)C(c1cccnc1)N(C(=O)c1csnn1)c1ccccc1F (configuration not stated)	-2.3	-2	12	-1.5	-2	1.6	-2	2.4	-3
CC(C)C1Cc2[nH]c(=S)[nH]c(=O)c2C(c2ccc(Cl)cc2)O1 (configuration not stated)	0.2	-2	3	-1.1	-2	x	17	-1.7	x
Cc1ccc(Cl)cc1-n1c(SCC(=O)NCCC2=CCCCC2)nc2n[nH]c(C)c2c1=N	0.1	1	2	x	-5	2.6	28	-1.8	11
Cc1cccc(NC(=O)C(C)n2cc([N+](=O)[O-])cn2)n1 (configuration not stated)	0.0	-4	-2	x	6	0.0	5	-2.1	-2
O=C(NC1CCCCC1)C1CC=CCC1C(=O)OCC(Cl)=C(Cl)Cl (configuration not stated)	0.5	1	0	-0.8	5	0.5	9	-2.1	0
COc1cc2cc(CN(CCc3ccccc3C)C(=S)NCCCN3CCOCC3)c(=O)[nH]c2cc1OC	-0.6	12	-3	x	-2	4.5	-5	-4.4	17
O=C(Nc1cccc(C(F)(F)F)c1)/C(=C/c1ccco1)NC(=O)c1cccs1	0.2	5	-4	-2.6	-7	0.9	23	-2.2	14
CCCN1C(=O)c2cc(C(=O)O)ccc2C1O (configuration not stated)	-1.1	-1	-25	-0.4	6	-1.5	1	0.1	3
CCN1C[C@@H]2[C@@H]3C(=O)N(Cc4ccccc4)C(=O)[C@@H]3[C@](CC)(C1=O)N2C(=O)c1ccc(Br)cc1	0.8	0	-4	1.1	3	x	-3	-2.5	-6
CC(=Nc1ccc2c(c1)nc(CO)n2C)C1=C(O)CC(C)(C)CC1=O	-0.6	6	-9	-2.7	-5	-2.4	0	0.2	7
CC1(C)CC(=O)C=C(Nc2ccccc2NC(=O)c2cnccn2)C1	-0.4	1	-10	0.8	-5	1.6	3	-0.7	15
O=C1NCCN1CCNc1nc(NCC2CC2)nc2cc(-c3ccccc3)sc12	0.7	6	-3	0.6	-9	x	0	-16	6
CC(=O)c1ccc(N2CCN(C(=O)COc3ccc4c(c3)CCC4)CC2)cc1	-1.2	0	-7	5.1	-3	-3.6	3	-2.4	14
Cc1oc(CC(C)C)c(CN)c1C(=O)O	-0.7	-2	-7	-1.2	4	0.9	-32	-1.3	0
O=C(Nc1ccc(Cl)cc1)Nc1nnc(CSc2ccc(Cl)cc2)s1	0.5	-1	1	x	-3	-1.9	-15	-6.6	-5
COc1ccc(C)cc1NC(=O)COC(=O)C1CCN(C(=O)c2ccc(Cl)cc2)CC1	-1.0	-1	-1	2.4	-4	2.4	-2	-3.5	-14
O=C(COC(=O)Cc1c(Cl)cccc1Cl)NCc1ccco1	-1.0	-2	-5	1.1	-1	3.4	-4	-1.4	18

The last 6 entries of the part before open the next one.
SMILES	BoNT A protease	Mtb FBA inh	BoNT F protease	Mtb BioA inh	PrPC TRFRET	Mtb UGM inh	CCHFV vOTU inh	FadD28 binding	GDH-TPI inh
O=C1NCCN1CCNc1nc(NCC2CC2)nc2cc(-c3ccccc3)sc12	0.7	6	-3	0.6	-9	x	0	-16	6
CC(=O)c1ccc(N2CCN(C(=O)COc3ccc4c(c3)CCC4)CC2)cc1	-1.2	0	-7	5.1	-3	-3.6	3	-2.4	14
Cc1oc(CC(C)C)c(CN)c1C(=O)O	-0.7	-2	-7	-1.2	4	0.9	-32	-1.3	0
O=C(Nc1ccc(Cl)cc1)Nc1nnc(CSc2ccc(Cl)cc2)s1	0.5	-1	1	x	-3	-1.9	-15	-6.6	-5
COc1ccc(C)cc1NC(=O)COC(=O)C1CCN(C(=O)c2ccc(Cl)cc2)CC1	-1.0	-1	-1	2.4	-4	2.4	-2	-3.5	-14
O=C(COC(=O)Cc1c(Cl)cccc1Cl)NCc1ccco1	-1.0	-2	-5	1.1	-1	3.4	-4	-1.4	18
CC[C@@H](C)[C@@H]1CN([C@@H](CN2CCC[C@H]2CN2C(N)=NC[C@@H]2Cc2ccccc2)C(C)C)C(=N)N1CCCC1CCCC1	-0.4	6	-29	2.4	x	3.9	x	-2.9	-5
C[C@]12c3[nH]c4ccc(Cl)cc4c3CCN1C(=O)[C@@H](CC(=O)NCC13CC4CC(CC(C4)C1)C3)C[C@@H]2C(=O)N1CCCCC1	-0.4	-1	-6	-0.6	5	x	-1	-2.4	-3
Cc1ccc(S(=O)(=O)C2(C(=O)NC3CCCC3)CC2)cc1	-0.9	0	-5	0.6	2	-0.6	-13	-0.3	-4
O=C(O)c1cccc(NC(=O)c2cn(-c3ccccc3)nc2-c2ccc(F)cc2)c1	-7.0	-1	u	-1.4	-5	1.9	2	-4.6	-1
COc1ccc(Br)cc1S(=O)(=O)N1CCN=C1C	0.1	-1	0	0.2	3	-1.1	-6	-1.7	9
CC(=O)N1CCCC(C(=O)c2ccc(Oc3ccccc3)cc2)C1 (configuration not stated)	0.1	-2	-5	2.1	10	0.0	6	0.9	-7
Cc1cc(C)nc(SCc2cn3c(C)cc(C)nc3n2)n1	0.5	78*	2	-0.4	-3	4.7	-40	-0.6	-3
Cc1ccc(C(=O)COC(=O)c2cccs2)cc1	0.1	-2	-11	-0.8	-7	-1.0	-3	-3.5	-8
CC(=O)c1ccc2cc3c(cc2c1)OCO3	-0.3	4	-4	0.8	5	x	-8	-1.3	15
COC(=O)[C@@H](NC(=O)NCc1ccc(F)cc1)C(C)C	0.0	3	4	-0.5	4	-2.8	-17	0.8	2
Cc1ccccc1-c1cc(C(=O)NCc2ccc(OC(F)(F)F)cc2)nn1CC1CC(c2cccc([N+](=O)[O-])c2)=NO1 (configuration not stated)	-0.1	-1	-7	-1.8	13	-3.4	27	-3.0	7
O=C(Cn1c(=S)nc2ccccn21)N1CCc2ccccc2C1	x	12	x	1.4	4	0.2	10	-0.7	7
CN(C)C(=O)NC1C=CS(=O)(=O)C1 (configuration not stated)	-1.2	2	-3	-0.1	1	0.0	0	1.3	0
Cn1c(SCC(=O)Nc2ccc(Cl)cc2)nnc1C1CC1	0.5	0	6	0.2	2	-2.8	0	x	-9
O=C(/C=C/c1c(Cl)cccc1Cl)Nc1ccncc1	0.4	4	0	-1.8	-11	-0.2	7	-4.3	-1
CCC(C)c1ccc(NC(=O)NCc2cccnc2)cc1 (configuration not stated)	1.1	4	0	-0.1	3	-1.4	21	2.9	12
COc1ccc(OCC(=O)N2CCN(C(=O)Cc3ccccc3)CC2)cc1	0.4	1	u	x	5	-0.9	13	-1.8	17
Cc1ccccc1CSc1ccc(-c2ccc3c(c2)OCO3)nn1	1.8	-1	-7	0.7	10	2.1	13	-2.4	6
CCOC(=O)C1CCN(C(=O)c2cc3cc(Br)ccc3oc2=O)CC1	-3.1	0	-11	x	2	1.9	0	-0.5	16
CC1(C)CC(=O)C2=C(C1)N(c1ccccc1)C(=O)C2(O)C(F)(F)F (configuration not stated)	-0.8	0	-4	-0.3	-6	-0.1	-1	-2.2	2
CCOc1ccc2[nH]cc(C(=O)NCc3ccccc3)c(=O)c2c1	0.3	1	u	0.8	25*	0.5	23	-3.1	12
Cc1ccc(C(=O)OCC(=O)Nc2ccc(C(N)=O)cc2)s1	-0.2	-2	-1	-2.1	-4	0.4	6	-3.6	-2
O=C1C(c2ccccc2)NC(=S)N1C1CCCCC1 (configuration not stated)	2.7	0	-5	-0.3	3	3.0	-9	-3.9	3
O=S(=O)(NCc1cccc(C(F)(F)F)c1)NCc1ccccc1F	0.0	1	2	-0.2	7	-4.7	22	-4.0	-2
O=C(COc1ccccc1Cl)NNC(=O)c1ccc2c(=O)n3c(nc2c1)CCC3	-3.5	6	-15	0.3	7	1.2	-6	-0.1	10
O=C1CCCN1c1ccc(S(=O)(=O)Oc2cccc(Cl)c2)cc1[N+](=O)[O-]	-1.3	5	-6	0.3	-6	2.9	6	-1.4	8
CC1=C(C(=O)OCC2CCCCC2)C(c2ccc(F)cc2)NC(=O)N1 (configuration not stated)	-0.5	1	-9	-1.3	-3	3.3	5	-4.4	-6
CSc1ncccc1C(=O)N1CCCC(Nc2ccc(F)c(F)c2)C1 (configuration not stated)	-0.4	-2	-4	13	1	x	-2	-1.3	6
O=C(O)c1ccc(/C=C/c2nc3sc4c(c3c(=O)[nH]2)CCC4)cc1	0.3	2	-1	x	-6	0.9	-11	-3.4	-1
CCc1ccc(/C=C(\Cl)c2nc3cc(Cl)ccc3c(=O)[nH]2)cc1	-0.1	-8	0	x	6	0.0	6	-3.6	1
Brc1ccc(-c2noc(CCc3ccccc3)n2)cc1	-0.5	-1	-8	-0.6	-4	6.0	1	0.4	5
c1ccc(-n2cc(CN3CCCC(CN4CCCC4)C3)c(-c3ccc4c(c3)OCO4)n2)cc1 (configuration not stated)	3.6	10	3	-1.6	-10	0.9	-1	-6.7	0
Cc1nc2c(C(=O)N3CCCC3)cnn2c(C)c1Cc1c(F)cccc1Cl	-1.3	6	-4	x	6	-0.1	-19	-0.1	2
Cc1ccc(S(=O)(=O)N2CCN(S(=O)(=O)N3CCOCC3)CC2)cc1C	-0.5	1	4	2.1	0	0.5	-7	1.8	6

Source: PubChem
